Screening data as filed in PubChem.
VLA-4 inh – inhibition in a human VLA-4 binding assay; 330,000 tested, 0.2% active; AID 2557; VLA-4 expressing cells, ligand binding flow cytometry; P13612; inhibition, % (about 7 µM as worked out from the volumes in the protocol); in the data active means inhibition above about 50%
MEX-5 binding – C. elegans MEX-5 TCR-2 RNA binding activity; MEX-5/FITC-TCR2 RNA binding, fluorescence polarization; active compounds read low; activity score (negative = inhibition of binding), % at 10 µM; 300,000 tested, 0.38% active;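 active means inhibition past about -25% in most replicates, and total fluorescence under double the plate's negative control median, limit read from the data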;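 further: 0% = DMSO and -100% = 5 µM competing unlabeled TCR2 RNA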
Efflux pump inh – blocks antifungal efflux pumps in multiplex yeast assay. S. cerevisiae Candida pump triplex, Nile Red efflux. inhibition, % at 10 µM. 330,000 tested, 0.44% active;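 active means plate passing quality check with inhibition over a set limit, or well fluorescence over plate mean plus 4 SD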;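 further: Nile Red retained in pooled yeast measured as flow cytometry median fluorescence; 0% = buffer negative control and 100% = Enniatin B positive control; higher means more Nile Red kept so more efflux inhibition; some compounds called inactive have numbers as strong as hits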
GLD-1 TGE inh – GLD-1-TGE RNA interaction inhibition (C. elegans); Q17339; 320,000 tested, 0.44% active; AID 2280; inhibition, % at 5.96 µM; purified GLD-1 + fluorescein TGE RNA, fluorescence polarization;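 active means percent inhibition above a per-plate cutoff, the plate mean of test compounds plus 3 SD, cut at about 30% in these data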;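 further: 0% = DMSO wells with GLD-1 and probe and 100% = wells lacking GLD-1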
Target sequence (Q17339 whole entry, looked up): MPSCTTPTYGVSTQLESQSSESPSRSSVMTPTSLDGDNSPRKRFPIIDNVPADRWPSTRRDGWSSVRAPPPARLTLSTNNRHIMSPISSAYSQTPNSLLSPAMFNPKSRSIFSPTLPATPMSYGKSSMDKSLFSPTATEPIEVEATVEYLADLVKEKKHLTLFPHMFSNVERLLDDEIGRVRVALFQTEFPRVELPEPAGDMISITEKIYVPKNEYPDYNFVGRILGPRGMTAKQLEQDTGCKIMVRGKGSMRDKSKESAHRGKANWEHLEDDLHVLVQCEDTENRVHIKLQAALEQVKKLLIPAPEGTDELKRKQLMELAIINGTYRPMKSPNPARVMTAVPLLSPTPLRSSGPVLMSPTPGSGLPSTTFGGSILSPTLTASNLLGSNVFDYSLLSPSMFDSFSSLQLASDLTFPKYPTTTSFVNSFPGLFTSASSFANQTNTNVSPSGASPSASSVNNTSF
GRK2 aptamer HTS – inhibitors of human GRK2 displacing RNA aptamer; bead flow cytometry, FAM-aptamer displacement from GRK2; 330,000 tested, 0.59% active; P25098; inhibition of aptamer binding, % at 10 µM; AID 488847;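 active means inhibition of aptamer binding above 40%, roughly 3 SD of noise, on plates passing a quality check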;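 further: median bead fluorescence of bound FAM aptamer so fluorescent compounds give negative values; no value below 0 was filed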
Fam108B inh – Fam108B inhibition, counter-screen for RBBP9 inhibitors. recombinant Fam108B, FP-Rh probe fluorescence polarization. 300,000 tested, 0.33% active. inhibition, % at 9.51 µM;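 active means inhibition above the screen mean inhibition plus 3 SD, computed separately per campaign, cut at about 18% in these data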;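 further: inhibitors lower polarization as less probe binds the enzyme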
PME-1 primary – blocks human protein phosphatase methylesterase 1 | Q9Y570 | recombinant PME-1, FP-Rh probe fluorescence polarization | inhibition, % at 5.9 µM | 320,000 tested, 0.53% active | AID 2130;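 active means inhibition above the campaign mean of all compounds plus 3 SD, cut at about 26% in these data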;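 further: competitive labeling of PME-1 active site by serine hydrolase directed probe; 0% = PME-1 with DMSO and 100% = wells lacking PME-1 enzyme; inhibitors block probe labeling so polarization falls and inhibition rises; many of its hits are not listed in these tables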
Target sequence (Q9Y570 whole entry, looked up): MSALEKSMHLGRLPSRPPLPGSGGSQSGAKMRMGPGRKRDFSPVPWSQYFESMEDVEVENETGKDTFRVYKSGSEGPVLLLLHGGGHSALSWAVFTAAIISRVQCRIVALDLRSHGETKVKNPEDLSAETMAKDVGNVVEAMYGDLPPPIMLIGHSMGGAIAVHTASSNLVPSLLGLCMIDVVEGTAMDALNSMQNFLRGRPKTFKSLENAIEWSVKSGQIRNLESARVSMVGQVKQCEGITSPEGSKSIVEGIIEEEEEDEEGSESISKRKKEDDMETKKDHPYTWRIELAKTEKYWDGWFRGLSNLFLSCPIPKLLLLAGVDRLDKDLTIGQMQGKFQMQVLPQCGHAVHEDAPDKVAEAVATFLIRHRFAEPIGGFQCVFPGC
Bcl-xL primary – blocks human Bcl-xL binding to Bim BH3 peptide | Q07817 | GST-Bcl-xL / FITC-Bim BH3 peptide fluorescence polarization | inhibition, % at 10.9 µM | 320,000 tested, 0.7% active | AID 2129;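 active means inhibition above the mean of all tested compounds plus 3 SD, cutoff set per campaign, cut at about 30% in these data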;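 further: 0% = DMSO wells and 100% = unlabeled Bim-BH3 peptide competitor; inhibitors lower millipolarization by displacing the labeled peptide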
Target sequence (Q07817 whole entry, looked up): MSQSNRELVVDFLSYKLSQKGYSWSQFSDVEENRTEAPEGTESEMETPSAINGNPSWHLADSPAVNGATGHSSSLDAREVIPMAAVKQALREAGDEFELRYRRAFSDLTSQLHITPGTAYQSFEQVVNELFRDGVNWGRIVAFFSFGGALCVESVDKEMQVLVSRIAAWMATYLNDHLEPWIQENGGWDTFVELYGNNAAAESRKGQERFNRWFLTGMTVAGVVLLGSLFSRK
MCL1 BIM primary – disrupts human MCL1 binding to BIM-BH3 peptide; Q07820; 320,000 tested, 0.68% active; GST-MCL1 / FITC-Bim-BH3 fluorescence polarization; inhibition, % at 10.9 µM;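 active means inhibition above the mean inhibition of all tested compounds plus 3 SD, set per campaign, cut at about 40% in these data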;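 further: 0% = DMSO wells and 100% = unlabeled Bim-BH3 peptide control; higher means more loss of mP so more displacement of Bim peptide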
Numbers without * were called inactive; · = no result given.

SMILES	VLA-4 inh	MEX-5 binding	Efflux pump inh	GLD-1 TGE inh	GRK2 aptamer HTS	Fam108B inh	PME-1 primary	Bcl-xL primary	MCL1 BIM primary
CCOc1ccc(CC(=O)Nc2ccc(-c3ccc4nnc(C)n4n3)cc2)cc1	12	-2.3	-0.1	2	0	4	-3	7	6
CCOC(=O)c1cccc(NC(=O)CS(=O)(=O)Cc2nc(-c3cccc(OC)c3)oc2C)c1	9	-2.0	0.0	11	1	-4	2	3	8
CCC(C)NC(=O)CSc1nnc(-c2ccncc2)n1-c1ccc(OC)cc1 (stereo not given)	-6	3.3	-0.1	-1	0	3	2	4	1
CCCCOc1ccc(C(=O)NCC(=O)OCC(=O)c2c(N)n(C)c(=O)n(C)c2=O)cc1	2	·	0.7*	7	4	·	·	·	·
COCCC(=O)N1CCC(Oc2ccc(C(=O)N3CCCC(CCCO)C3)cc2)CC1 (stereo not given)	7	0.2	0.2	-3	0	3	-5	-1	-3
COc1ccc(C(=O)C(/C=N/O)=N/Nc2ccc(F)cc2)cc1	-10	-0.8	0.3	-5	0	11	4	-2	5
CC(=O)N1CCN(CCN=CC2=C(O)CC(c3ccco3)CC2=O)CC1 (stereo not given)	4	4.1	0.1	4	4	-1	-2	4	7
COc1cccc(CC(NC(C)=O)C(=O)NC2CCN(S(=O)(=O)c3ccc(NC(C)=O)cc3)CC2)c1 (stereo not given)	0	1.5	0.1	3	7	-1	1	1	-3
O=C1/C(=C/c2ccc(O)cc2)CCc2ccc([N+](=O)[O-])cc21	6	1.0	-0.1	4	0	7	10	9	4
O=C(Cc1ccccc1)NCC(=O)N1CCCCCC1	1	1.5	0.0	3	0	5	7	6	4
COc1cccc(CN2CCC(n3nccc3NC(=O)CCOc3ccccc3)CC2)c1	4	-0.1	0.0	8	0	1	-1	5	2
Cc1ccc(C(=O)Oc2cccc(NC(=O)c3ccco3)c2)cc1S(=O)(=O)N1CCC(C)CC1	-2	0.4	0.0	5	3	-30	-31	12	3
Cc1cc(=O)oc2cc(OCCC[n+]3ccccc3)ccc12	-2	-2.0	0.1	2	0	2	2	-2	-11
COC(=O)c1ccc(C)c(-n2c(=O)n(Cc3ccccc3)c(=O)c3[nH]cnc32)c1	-8	-2.5	0.0	1	3	-2	-3	0	1
COC(=O)CS(=O)(=O)c1cc([N+](=O)[O-])ccc1NC(=O)OC	12	-0.2	0.0	1	4	2	-7	2	-1
COc1cc([N+](=O)[O-])ccc1NC(=O)Cn1ccsc1=N	0	-2.7	-0.1	2	0	2	3	8	0
CCn1c(COc2ccccc2C)nnc1SCC(=O)CC(=O)Nc1ccccc1OC	3	0.7	0.1	-1	0	3	10	-7	-2
COC(=O)CN(C)C1CC(=O)N(c2ccc(Cl)cc2)C1=O (stereo not given)	3	-1.2	-0.1	2	0	2	0	6	0
O=C(NCCc1ccccc1)C(=O)NCC1CCNCC1	1	-0.2	0.0	5	0	4	4	3	6
CCOC(=O)Cn1nc(C)c(NC(=O)COc2cccc(Cl)c2)c1C	10	·	0.1	4	3	2	1	5	4
O=S(=O)(NCc1ccccn1)c1ccc2ccccc2c1	3	1.3	-0.1	1	0	0	2	0	-1
O=C(c1cccs1)N(Cc1ccc(Cl)cc1)C1CCS(=O)(=O)C1 (stereo not given)	-118	1.1	0.3	1	2	-2	1	0	0
Cc1cc(NC(=O)COc2ccccc2)ccc1Cl	11	1.6	0.2	5	2	0	-5	7	8
COc1ccc(CCNC(=O)CSc2nnnn2-c2ccccc2OC)cc1OC	10	-0.8	1.4	6	2	0	-1	4	2
COCCSc1nc2c(c(=O)[nH]c(=O)n2C)n1CCCc1ccccc1	5	-1.5	0.0	8	0	0	-4	-3	-11
Cc1ccc(C2NC(c3ccc(C)cc3)C(C)C(=O)C2C)cc1 (stereo not given)	13	-1.2	0.0	8	0	2	-3	8	5
CCNc1nc(NC(C)C)nc(N(C#N)CCOc2ccccc2)n1	19	-0.6	0.2	-3	1	3	10	-5	-10
COC(=O)c1[nH]c(C)c(/C(O)=C2\C(=O)C(=O)N(CCCN3CCOCC3)C2c2ccccn2)c1C (stereo not given)	-9	-4.4	-0.2	0	0	-1	-2	7	7
COc1ccc(S(=O)(=O)N2CCOC2CNC(=O)C(=O)NCc2ccccc2OC)cc1 (stereo not given)	-14	-2.9	1.1*	-6	0	7	-12	4	1
O=C(CN1CCC(C(=O)c2cccc(Cl)c2)CC1)Nc1cccc(C(=O)O)c1	9	-0.9	0.2	-4	0	2	-1	0	6
O=C(CSc1n[nH]c(=O)n1-c1cccnc1)N1CCOCC1	-8	1.7	-0.1	4	2	1	0	2	3
Cc1cccc(CN2CCN(Cc3cnn(-c4ccccc4F)c3)CC2CCO)n1 (stereo not given)	-1	-3.3	-0.1	4	0	1	1	-1	-4
CN(Cc1cccc(F)c1)CC(O)COCc1ccccc1Cl (stereo not given)	25	0.1	0.1	0	1	4	0	5	-1
CN(CC(=O)NCc1ccccc1)Cc1cccc(F)c1	-21	0.7	-0.1	·	1	·	·	·	·
CC(C)=CCc1c2c(c3occ(-c4ccc(O)cc4)c(=O)c3c1O)C=CC(C)(C)O2	7	0.2	0.5	2	0	-11	-8	3	2
COc1ccc(N2CCC(CNC(=S)Nc3c(C)cccc3C)C2)cc1 (stereo not given)	-3	-2.1	0.0	12	0	3	4	10	6
Cc1noc(C)c1COc1ccc(C(=O)OCc2nnc(-c3ccc(Cl)cc3)o2)cc1	5	-0.1	0.0	0	0	-5	-1	7	4
CC1CCCCN1C(=O)CN1C(=O)c2ccccc2S1(=O)=O (stereo not given)	1	-0.7	0.0	5	0	-1	0	4	3
COc1cccc(NC(=O)N(CCCN2CCOCC2)C(C)c2cc3cccc(OC)c3o2)c1 (stereo not given)	-3	0.6	0.5	-4	0	5	-4	3	2
COc1cccc(C(=O)NNC(=O)c2ccccc2Br)c1	16	·	-0.2	2	0	0	2	0	0

Among those listed so far, these contain a nitro group on carbon.
SMILES	VLA-4 inh	MEX-5 binding	Efflux pump inh	GLD-1 TGE inh	GRK2 aptamer HTS	Fam108B inh	PME-1 primary	Bcl-xL primary	MCL1 BIM primary
O=C1/C(=C/c2ccc(O)cc2)CCc2ccc([N+](=O)[O-])cc21	6	1.0	-0.1	4	0	7	10	9	4
COC(=O)CS(=O)(=O)c1cc([N+](=O)[O-])ccc1NC(=O)OC	12	-0.2	0.0	1	4	2	-7	2	-1
COc1cc([N+](=O)[O-])ccc1NC(=O)Cn1ccsc1=N	0	-2.7	-0.1	2	0	2	3	8	0

Further results follow:
SMILES	VLA-4 inh	MEX-5 binding	Efflux pump inh	GLD-1 TGE inh	GRK2 aptamer HTS	Fam108B inh	PME-1 primary	Bcl-xL primary	MCL1 BIM primary
Cc1ccc(CC(=O)N2CCN(c3ccccn3)CC2)cc1	-20	2.7	0.1	0	1	1	4	1	1
CN(Cc1ccccc1)C(=O)C1CCN(S(=O)(=O)c2cc([N+](=O)[O-])ccc2Cl)CC1	11	0.0	0.1	3	0	3	8	1	8
CCc1ccc(NS(=O)(=O)c2cccc3nsnc23)cc1	19	3.1	-0.1	4	2	-2	4	1	1
Cc1cc(NC(=O)COC(=O)C(Nc2ccc(C(F)(F)F)cc2Cl)C(C)C)no1 (stereo not given)	-3	·	0.0	11	1	-4	-3	-3	-1
CCCCc1c(C)c2ccc(OCC(C)=O)cc2oc1=O	11	·	-0.2	2	4	0	-6	-2	-8
CCSc1ncc(Cl)c(C(=O)Nc2ccccc2)n1	0	-0.6	0.1	-2	0	-3	0	5	3
COC(=O)c1cncc(O)c1	11	-0.5	0.2	-2	1	0	-6	0	1
Nc1c(Nc2ccccc2)c2ccccc2oc1=O	12	1.8	0.1	-2	31	-2	2	4	0
COc1cc(SC)ccc1C(=O)N(Cc1ccccc1)c1ccccc1	7	2.1	-0.5	12	0	-3	-5	0	-2
c1ccc(Oc2cc(-c3ccccc3)ncn2)cc1	6	0.8	0.1	1	0	5	-9	6	7
Cc1ccc(S(=O)(=O)NCCS(=O)(=O)N2CCN(c3ccc(F)cc3)CC2)cc1	-4	0.0	0.0	3	1	-1	0	7	0
COCCNC(=O)/C(C#N)=C/C(C)=C/c1ccccc1	10	-1.3	17*	0	0	-1	-2	-2	2
N#CCSc1nnc(-c2ccccc2)c(-c2ccccc2)n1	-1	0.9	0.0	6	1	0	0	2	3
Cc1cc(C)cc(N2C(=O)C3CCCN3C2=S)c1 (stereo not given)	4	-0.1	-0.1	8	1	1	5	1	-1
Cn1c(=O)c(C(=O)CN2CCN(Cc3ccc4c(c3)OCO4)CC2)c(N)n(Cc2ccccc2)c1=O	4	-0.5	0.0	-2	0	-5	-5	2	-3
OCCN1CCN(CC(O)COc2ccc3c(c2)OCO3)CC1 (stereo not given)	13	2.0	-0.1	2	1	1	5	10	2
COc1ccc(CCNc2ncnc3sccc23)cc1OC	11	2.1	-0.1	-8	0	-5	3	2	-1
Cc1ccsc1C(=O)OCC(=O)N(C)c1c(N)n(Cc2ccccc2)c(=O)[nH]c1=O	8	-3.7	0.0	-2	3	-3	5	2	0
Cc1cccc(NC(=S)N(C)Cc2cn(C)c3ccccc23)c1	11	0.1	0.1	1	3	1	0	6	8
COc1cccc(CNC(=O)C2CC(=O)N(C3CCCCCCC3)C2)c1 (stereo not given)	9	-1.8	0.0	3	2	0	0	2	2
CN(C)S(=O)(=O)c1ccc(Nc2nc(C3CC3)nc3c2nnn3Cc2ccccc2Cl)cc1	1	-0.3	0.0	-1	77*	-13	6	-1	-2
CC(=O)Nc1cccc(NC(=O)c2ccc3c(c2)CCN3S(C)(=O)=O)c1	-11	0.5	0.0	-4	1	3	5	3	2
O=C(CSc1nc(=O)n2ccccc2n1)OCc1ccccc1	9	0.8	0.0	-2	0	-1	-5	-1	-11
COC(=O)c1ccc(NC(=O)C(=O)N2CCN(C(=S)Nc3ccccc3OC)CC2)cc1	9	2.7	0.2	-1	6	1	1	0	6
CCOC(=O)C1(Cc2cccc(OC)c2)CCCN(Cc2cc(OC)c(O)c(OC)c2)C1 (stereo not given)	20	-1.0	0.0	0	0	1	2	7	4
CC1CCN(c2c(NCC3CCC(C(=O)NCCc4ccccc4)CC3)c(=O)c2=O)CC1 (stereo not given)	34	3.2	0.5	8	0	3	3	1	5
CN1C(=S)SC(/[N+]([O-])=C\c2cccs2)C1(C)C (stereo not given)	-5	-3.3	-0.1	4	0	0	-3	6	1
CCn1c(CN2CCN(c3cccc(C)c3C)CC2)n[nH]c1=S	0	0.4	0.0	-9	0	-1	0	-30	-19
Cc1nc2sc(C(=O)Nc3ccccc3)c(N)c2c(C)c1[N+](=O)[O-]	12	1.9	0.0	1	4	-3	0	2	3
Cc1cc(=O)oc2cc(OCC(O)CN3CCN(c4ccccc4)CC3)ccc12 (stereo not given)	9	1.5	-0.1	1	0	-2	-1	10	6
Cc1ccc(C(=O)Nc2c(-c3cccs3)nc3cc(C)ccn23)cc1	0	0.3	-0.1	0	1	3	-39	2	-3
COC(=O)c1ccc(CSc2ncn[nH]2)o1	-6	-2.2	-0.1	0	2	0	-3	2	5
CCc1ccc(NC(=O)Nc2ccc3c(c2)CCC3)cc1	3	1.5	-0.2	5	0	0	6	2	7
O=C(Nc1ccc2sc3ccccc3c(=O)c2c1)c1ccccc1Cl	2	-1.2	0.1	1	2	-17	-17	5	1
Cc1ccc2nc(NC(=O)c3ccccc3F)sc2c1	6	-0.7	0.0	2	5	5	-3	6	2

These rows are one share of the data; rates above refer to the full screens.
